Compound activity as filed in PubChem.
K1F lysis inhibition: protection from phage-mediated lysis, alamar blue read-out – E. coli UTI89, K1F phage, bacterial capsule biogenesis inhibitors (AID 488966); hit rate 0.02% among 340,000; E. coli UTI89 K1F phage lysis, alamar blue, 2 h; higher % means a stronger effect; inhibition, % at 100 µM; hits with a dose series show IC50 in µM;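 active means phage lysis inhibition, versus mean bacterial control, above a set limit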;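 further: capsule biogenesis inhibitors block K1F phage lysis so surviving cells raise fluorescence; higher fluorescence means more inhibition of phage lysis; actives were called in the ten point dose series up to 300 µM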
* marks the source's active call; other numbers are inactive results; i = inactive; [ ] = remark or other dose. A portion of the library, so the mix of outcomes need not match the whole.

Preview (5 entries):
SMILES	K1F lysis inhibition
Cc1ccc(C(=O)COC(=O)CCN2C(=O)C3C4CCC(C4)C3C2=O)cc1C (stereo not given)	-0.1%
Cc1ccc(NC(=O)CSc2nc3c(c(=O)n(C)c(=O)n3C)n2C)cc1	0.5%
COC(=O)[C@H](Cc1ccc(O)cc1)NC(=O)Cn1cnc(C(=O)Nc2ccc(C)c(C)c2)n1	0.2%
Cn1c(=O)c2c(nc3n2CC(O)CN3c2ccccc2)n(C)c1=O (stereo not given)	0.9%
Cc1ccc(S(=O)(=O)N2CCCCC2)cc1C(=O)NCCN1CCOCC1	0.9%[50 µM]

Main list, repeating the preview:
SMILES	K1F lysis inhibition
Cc1ccc(C(=O)COC(=O)CCN2C(=O)C3C4CCC(C4)C3C2=O)cc1C (stereo not given)	-0.1%
Cc1ccc(NC(=O)CSc2nc3c(c(=O)n(C)c(=O)n3C)n2C)cc1	0.5%
COC(=O)[C@H](Cc1ccc(O)cc1)NC(=O)Cn1cnc(C(=O)Nc2ccc(C)c(C)c2)n1	0.2%
Cn1c(=O)c2c(nc3n2CC(O)CN3c2ccccc2)n(C)c1=O (stereo not given)	0.9%
Cc1ccc(S(=O)(=O)N2CCCCC2)cc1C(=O)NCCN1CCOCC1	0.9%[50 µM]
Cn1nc(C(=O)OCC(=O)Nc2ccccc2OC(F)F)c2ccccc2c1=O	0.8%[50 µM]
C/C=C/C=C/C(=O)O	-0.2%
Nc1ncnc2c1ncn2[C@@H]1O[C@H](COS(=O)(=O)O)[C@@H](O)[C@H]1O	1.6%
Cc1ccc(S(=O)(=O)NCCC(=O)Nc2cccc(S(=O)(=O)N3CCCC3)c2)cc1C	-0.1%
COc1ccc(/C(C)=N/NC(=O)CNC(=O)c2ccco2)c(OC)c1	3.5%
Cc1ccc2[nH]c(CNC(=O)c3ccccc3F)cc2c1	0.0%
CCOC(=O)C1Nc2ccc(C(=O)O)cc2C2C=CCC12 (stereo not given)	0.2%
COc1ccc(CNC(=O)CCNS(=O)(=O)c2ccc(Br)s2)cc1	0.0%
CCOC(=O)[C@@H]1[C@H]2COc3cc(OC)ccc3[C@@H]2N2C(=O)N(c3cccc(Cl)c3)C(=O)[C@@]12C	1.7%
COc1cc(/C=C/c2ccc3cccc(O)c3n2)ccc1O	1.3%[50 µM]
O=C(NCCCNC(=O)c1ccccc1F)c1ccco1	0.0%
Cn1nc(C(=O)Nc2cccc(S(=O)(=O)N3CCCC3)c2)c2ccccc2c1=O	-0.5%
O=C(CCNC(=O)c1ccccc1Cl)Nc1cccc(S(=O)(=O)N2CCCCC2)c1	0.8%[50 µM]
Cc1cccc(-n2ncc3c2CCCC3NC(=O)CC(F)(F)F)c1C (stereo not given)	0.1%
CCc1noc(C)c1C(=O)NNC(=O)c1ccc(F)cc1	0.4%[50 µM]
Cc1c(NC(=O)C(C)Oc2cccc(F)c2)c(=O)n(-c2ccccc2)n1C (stereo not given)	1.5%[50 µM]
CC[C@]1(C(=O)OC)[C@H]2C(=O)N(Cc3ccccc3)C(=O)[C@H]2[C@H]2CN(C)C(=NC)N21	0.3%
CCOC(=O)C1CCCN(C(=O)c2cc(-c3ccco3)nc3ccccc23)C1 (stereo not given)	1.3%
Cc1ccc(C)c(N2CCN(C(=O)CCc3nc(-c4ccc(Cl)cc4)no3)CC2)c1	0.1%
O=C(Cn1c(=O)n(Cc2ccccc2)c(=O)c2cc(Cl)ccc21)NCC1CCCO1 (stereo not given)	0.0%
CCN(C(=O)CSc1cccc[n+]1[O-])C1CCCCC1	0.2%[50 µM]
CCOC(=O)C1CCN(c2cc3c(cc2NC(=O)c2ccc(F)cc2)n(C)c(=O)n3C)CC1	0.0%
O=C(NCc1cccc(F)c1F)C1CCC(=O)N(C2CCCCCC2)C1 (stereo not given)	-0.2%
CCN(CC)c1ccc(S(=O)(=O)N2CCOCC2)cc1NC(=O)COC(=O)/C=C/c1ccc(O)c(OC)c1	-0.3%[50 µM]
NC(=O)CC(NC(=O)c1ccccc1)c1ccc(N2CCN(c3ccccn3)CC2)c([N+](=O)[O-])c1 (stereo not given)	3.1%
Cc1cccc(C)c1NC(=O)COC(=O)c1ccccc1O	1.1%
COCCn1ccc2c(OCC(=O)NCc3ccc(C)cc3)cccc2c1=O	1.2%[50 µM]
Cc1cc(NS(=O)(=O)c2ccc(NC(=O)C(C)Oc3ccccc3Cl)cc2)no1 (stereo not given)	0.1%[50 µM]
CC(C)CNS(=O)(=O)c1ccc(S(=O)(=O)N2CCN(C3CCCC3)CC2)cc1	0.1%
COc1ccc(C(=O)N2CCCN(C)CC2)c(OC)c1	0.9%
COc1ccc(/C=C2/SC(=S)N(CCCC(=O)Nc3ccc(O)cc3)C2=O)cc1OC	0.6%[50 µM]
Clc1ccccc1CN1CCSCC1	0.0%
CN(C(=O)COC(=O)C1CCN(S(=O)(=O)c2ccc(Cl)cc2)CC1)C1CCS(=O)(=O)C1 (stereo not given)	2.3%
Cc1cccc(C(C)C)c1NC(=O)c1cc2ccccc2o1	-0.2%
COc1cccc(NC(=O)NC2CC(=O)N(c3ccc4c(c3)OCCO4)C2)c1 (stereo not given)	2.0%[50 µM]
Cc1cc(C)c(NS(=O)(=O)c2ccccc2)c(C)c1	-2.3%
Cc1ccccc1Sc1ncccc1[N+](=O)[O-]	-0.2%
Cc1ccc(C(=O)NNS(=O)(=O)c2ccc(F)cc2)cc1	13.4%
O=C(OCc1ccc(Br)cc1)c1cccnc1	0.1%
Cc1c(O[C@@H]2O[C@H](CO)[C@@H](O)[C@H](O)[C@H]2O)ccc2c1oc(=O)c1ccccc12	0.6%[50 µM]
Cc1ccccc1-c1cccc([C@@H]2C[C@H]3[C@H](CON3C)CN2Cc2ccccc2)c1	0.2%
COc1ccc(S(=O)(=O)N2CCN(C(=O)c3cc4c(s3)CCC4)CC2)cc1	4.3%
Cc1ccc(CNC(=O)CC(C)S(=O)(=O)c2ccc3c(c2)NC(=O)CO3)cc1 (stereo not given)	3.5%
O=C(CSc1nc2ccccc2c(=O)n1CC1CCCO1)NCc1ccccc1 (stereo not given)	-0.1%
CCSc1nc2c([nH]1)c(=O)n(C)c(=S)n2C	-3.2%
C=CCOc1ccccc1CN1CCCCCC1	-0.7%
O=C(COC(=O)Cc1c(F)cccc1Cl)NC1CCS(=O)(=O)C1 (stereo not given)	-0.1%[50 µM]
CC(CCc1ccccc1)NC(=O)COC(=O)c1ccc(NC(=O)CC#N)cc1 (stereo not given)	-0.1%
COc1cc(C(=O)OCCNC(=O)c2cccnc2)cc(OC)c1OC	1.1%
COC(=O)c1ccccc1NC(=O)Cn1nnc(-c2ccc3c(c2)OCO3)n1	0.5%[50 µM]
COc1ccc(NC(=O)COC(=O)CCC2CCCC2)c(OC)c1	-0.2%[50 µM]
O=C(CSc1n[nH]c(-c2cccnc2)n1)Nc1ccccc1C(F)(F)F	-0.4%
COc1ccc(N2CCN(S(=O)(=O)c3ccc(OC)c(C(=O)N4CCOCC4)c3)CC2)cc1	-0.1%
Cc1nn(-c2ccc(F)cc2)c2nc(N)c(C#N)c(-c3ccc(O)c(O)c3)c12	0.1%[50 µM]
Nc1c2c(nn1-c1ccccc1)CCC2	0.1%

New compounds follow.
SMILES	K1F lysis inhibition
Cc1c(CCC(=O)NCCCN2CCCC2=O)c(=O)oc2c(C)c(O)ccc12	0.8%
Cc1ccc(C)c(SCC(=O)Nc2ccc(C)c(S(=O)(=O)N3CCOCC3)c2)c1	0.4%[50 µM]
CCN(c1ccc(OC)cc1)S(=O)(=O)c1csc(C(=O)N2CCCC2)c1	0.0%
Cc1ccc(C)c(Nc2c([N+](=O)[O-])ccc3nonc23)c1	0.4%[50 µM]
COc1cccc(CN2C(=O)NC3(CCCCCC3)C2=O)c1	1.4%
COc1ccc(C(=O)Nc2ccc(C(=O)N3CCOCC3)cc2)cc1OC	0.1%
Nc1cccc(C#Cc2ccc3c(=O)c4ccccc4oc3c2)c1	-0.1%
COc1ccccc1OCCNC(=O)c1ccccc1OCc1c(C)noc1C	0.1%[50 µM]
O=C(Nc1c(-c2ccccc2)nc2ccccn12)c1ccccc1F	0.0%
COc1ccccc1CCCNC(=O)C1CCC(=O)N(CCN2CCOCC2)C1 (stereo not given)	-0.1%
Cc1ccc(N2CC(C(=O)N3CCC4(CC3)CC(=O)c3ccccc3O4)CC2=O)cc1C (stereo not given)	2.0%[50 µM]
Cn1c(Cc2cccs2)nnc1SCC(=O)Nc1ccccc1	0.2%
O=C(COC(=O)C1CCN(c2ccc(C(F)(F)F)cn2)CC1)Nc1ncc(Cl)cc1Cl	0.4%[50 µM]
CC(Cc1ccccc1)=NNS(=O)(=O)c1ccc([N+](=O)[O-])cc1	-0.2%
CC(C)NC(=O)CCc1nc2cccnc2n1-c1ccccc1	0.2%
CC1CCCCN1S(=O)(=O)c1ccc(C(=O)Nc2nnc(C3CC3)o2)cc1 (stereo not given)	1.1%
NC(=O)CC(NC(=O)Cc1cccc2ccccc12)c1ccc(N2CCN(c3ccccn3)CC2)c([N+](=O)[O-])c1 (stereo not given)	0.5%
O=C(O)c1ccccc1C(=O)c1cccc2c(F)cccc12	0.8%
COc1cccc(C(=O)CSc2nccn2C)c1	0.2%
CCOC(=O)c1cccc(NS(=O)(=O)c2c(C(=O)N3CCCCCC3)c(C)n(C)c2C)c1	2.1%
COc1ccc(N(CC(=O)N2CCN(c3ccc(Cl)cc3)CC2)S(=O)(=O)c2c(C)noc2C)cc1	0.4%
Cc1ccc(CN2CC(C(=O)NC3CCCC(C)C3C)CC2=O)cc1 (stereo not given)	-0.1%[50 µM]
COc1ccc(CN2CCC(C)CC2)cc1OCc1ccccc1	0.2%
COc1ccc(N2CCN(C(=O)[C@H](C)NC(=O)c3ccccc3Cl)CC2)cc1	-0.1%

Looked up above.
K1F lysis inhibition, O=C(O)c1ccccc1C(=O)c1cccc2c(F)cccc12 = 0.8%
K1F lysis inhibition, COc1ccc(CN2CCC(C)CC2)cc1OCc1ccccc1 = 0.2%

(further entries)
SMILES	K1F lysis inhibition
COc1ccc(-c2cc(C(=O)Nc3ccc(Br)cc3)no2)cc1	-0.1%
COc1ccc(C(=O)O/N=C(\N)c2ccc(Br)cc2)cc1	0.1%
Cc1ccsc1/C=N/NC(=O)CNC(=O)c1ccccc1	0.5%
COc1ccc([C@H]2CC(=O)C=C(c3cccc(Cl)c3)C2)cc1OC	-1.4%
COc1cccc(CN2CC(C(=O)NCCC3=CCCCC3)CCC2=O)c1 (stereo not given)	0.3%
COc1cc(C2/C(=C(\O)c3ccc4c(c3)CC(C)O4)C(=O)C(=O)N2CCCn2ccnc2)cc(OC)c1OC (stereo not given)	2.7%
COc1ccc(CNC(=O)COC(=O)CCn2c(C)csc2=O)cc1OC	0.5%[50 µM]
O=C(COC(=O)/C=C/c1cccc([N+](=O)[O-])c1)Nc1cccnc1Cl	-2.5%
Cn1c(=O)oc2cc(S(=O)(=O)NCc3ccc(F)cc3)ccc21	1.4%[50 µM]
Cc1cc2c(OCC(O)CNCc3ccco3)cccc2[nH]1 (stereo not given)	0.3%
CCCOc1ccc(C2Nc3cccc4cccc(c34)N2)cc1	0.6%
COc1ccc(S(=O)(=O)NC(C)C(=O)NCc2ccncc2)cc1C (stereo not given)	-0.2%

Reformatted: results already given.
SMILES,K1F lysis inhibition
O=C(COC(=O)/C=C/c1cccc([N+](=O)[O-])c1)Nc1cccnc1Cl,-2.5%
Cn1c(=O)oc2cc(S(=O)(=O)NCc3ccc(F)cc3)ccc21,1.4%[50 µM]
Cc1cc2c(OCC(O)CNCc3ccco3)cccc2[nH]1 (stereo not given),0.3%
CCCOc1ccc(C2Nc3cccc4cccc(c34)N2)cc1,0.6%
COc1ccc(S(=O)(=O)NC(C)C(=O)NCc2ccncc2)cc1C (stereo not given),-0.2%

Next section.
SMILES	K1F lysis inhibition
CCOc1ccc(CCNC(=O)c2ccc(=O)[nH]c2)cc1OCC	-0.3%[50 µM]
COc1cc(NC(=O)c2cc(S(=O)(=O)N3CCCCC3)c[nH]2)cc(OC)c1	0.3%
COc1ccccc1C(=O)NC(=O)Nc1c(C)cc(C)cc1C	0.2%
O=C(NCC1CCCO1)c1cc2nc(-c3ccco3)cc(C(F)(F)Cl)n2n1 (stereo not given)	0.3%
COc1ccc(N2CC(NS(=O)(=O)c3cccs3)CC2=O)cc1 (stereo not given)	1.4%[50 µM]
CSCCCN1CCCC(CO)(Cc2ccc(F)cc2)C1 (stereo not given)	0.3%
CC(CCN1CCN=C1Nc1ccccc1)c1ccccc1 (stereo not given)	1.0%
CCOC(=O)c1ccccc1NC(=O)C1CC(=O)N(C2CCCC2)C1 (stereo not given)	0.3%
Cc1cc(C(=O)COC(=O)c2nn(C)c(=O)c3ccccc23)c(C)n1C	i
CCCc1c(C(=O)N/N=C(\C)CCc2ccccc2)nnn1-c1nonc1N	-0.2%
COC(=O)[C@@]12CCCN1[C@H](c1ccc(-c3ccccc3)cc1)[C@@H]1C(=O)N(C)C(=O)[C@@H]12	-0.6%
C=CCSc1nnc(CNS(=O)(=O)c2ccc(C)cc2)n1C	-0.8%[50 µM]
CCOc1ccc(N2CC(C(=O)Nc3ccccc3N3CCCC3)CC2=O)cc1 (stereo not given)	0.2%
C=CCC1NS(=O)(=O)OCC1C(C)C (stereo not given)	1.1%
OCCN(CCO)c1cc2c3ccccc3ccc2c2ccccc12	-1.8%
O=C(NC1CCCC1)C(c1ccccc1F)N(C(=O)c1csnn1)C1CC1 (stereo not given)	-0.2%
COc1cccc(C(=O)Oc2ccc(/C=N/NC(=O)c3ccncc3)cc2OC)c1	1.0%
COc1cccc(CNS(=O)(=O)c2c(C(=O)N3CCCCCC3)c(C)n(C)c2C)c1	0.1%
CCOC(=O)c1[nH]c(C)c(C(=O)OCC(=O)NCc2ccc(OC)cc2)c1C	0.6%[50 µM]

Reformatted with each value named: entries from further up
> Cc1ccccc1Sc1ncccc1[N+](=O)[O-]
  K1F lysis inhibition: -0.2%
> Cc1ccc(C(=O)NNS(=O)(=O)c2ccc(F)cc2)cc1
  K1F lysis inhibition: 13.4%
> O=C(OCc1ccc(Br)cc1)c1cccnc1
  K1F lysis inhibition: 0.1%
> Cc1c(O[C@@H]2O[C@H](CO)[C@@H](O)[C@H](O)[C@H]2O)ccc2c1oc(=O)c1ccccc12
  K1F lysis inhibition: 0.6%[50 µM]
